L3MBTL1 inh: L3MBTL1 (human) inhibition | Q9Y468 | AlphaScreen L3MBTL1–H3K9me1 peptide binding | Potency, µM (top dose mostly 57.1 µM), for inactives: top-dose activity, negative = inhibition, actives largely listed as inhibitors | actives 0.66% (n = 230,000) | AID 485360; active means well fitted inhibition curve with a large enough effect; inconclusive means small, poorly fitted or top-dose-only effect; inactive means no such curve, though single readings can be large or run the other way; further: nearly all actives have a fitted effect of over 60% in size
Target sequence (Q9Y468 whole entry, looked up): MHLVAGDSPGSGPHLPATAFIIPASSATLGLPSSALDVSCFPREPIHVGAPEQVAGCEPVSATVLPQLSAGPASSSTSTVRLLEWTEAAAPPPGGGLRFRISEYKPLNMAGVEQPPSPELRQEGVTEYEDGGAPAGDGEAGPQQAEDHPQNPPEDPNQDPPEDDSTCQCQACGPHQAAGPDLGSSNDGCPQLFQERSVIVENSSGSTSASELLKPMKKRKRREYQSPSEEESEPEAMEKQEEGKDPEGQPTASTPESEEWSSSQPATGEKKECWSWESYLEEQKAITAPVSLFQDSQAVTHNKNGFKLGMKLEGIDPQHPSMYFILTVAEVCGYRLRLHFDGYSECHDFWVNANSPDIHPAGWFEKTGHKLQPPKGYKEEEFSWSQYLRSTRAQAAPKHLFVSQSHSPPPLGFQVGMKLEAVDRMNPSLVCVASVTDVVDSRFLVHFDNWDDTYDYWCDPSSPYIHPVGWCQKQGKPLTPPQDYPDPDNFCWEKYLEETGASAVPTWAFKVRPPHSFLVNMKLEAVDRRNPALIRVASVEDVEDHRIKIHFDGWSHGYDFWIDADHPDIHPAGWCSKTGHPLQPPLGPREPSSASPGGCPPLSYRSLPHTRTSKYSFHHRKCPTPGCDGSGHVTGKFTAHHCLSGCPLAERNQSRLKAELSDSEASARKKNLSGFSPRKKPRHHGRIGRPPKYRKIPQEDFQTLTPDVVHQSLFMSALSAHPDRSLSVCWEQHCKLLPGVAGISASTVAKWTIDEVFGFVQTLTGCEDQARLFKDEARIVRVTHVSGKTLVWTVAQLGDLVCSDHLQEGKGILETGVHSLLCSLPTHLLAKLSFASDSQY
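Displacement of a biotinylated histone H3(1-15) peptide monomethylated at Lys9 (75 nM) from L3MBTL1 (50 nM) was measured by AlphaScreen after a 30 min room-temperature compound incubation; cefsulodin titration served as intraplate control.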
The depositor's hits bear a star; ? = inconclusive; [ ] = remark or other dose. On the % scale 0 is the no-effect control and ±100 the full control effect; potency means the concentration at half of the fitted maximal effect. Some of the compounds tested, so the mix of outcomes need not match the whole.

L3MBTL1 inh | mol
? | CCc1ccc(NC(=O)CCc2nc3sc4c(c3c(=O)[nH]2)CCCC4)cc1
-2.9% | O=C(c1cc(-c2cccs2)nn1-c1ccccc1)N1CCN(S(=O)(=O)c2ccccc2)CC1
2.5% | Cc1noc(C)c1NC(=O)N(C)C[C@H]1Oc2ccc(NC(=O)Cc3ccccc3)cc2C(=O)N([C@H](C)CO)C[C@@H]1C
5.4% | O=C(O)c1cccc(Nc2nc3ccccc3nc2NS(=O)(=O)c2ccccc2)c1
-8.3% | Cc1ccccc1C(=O)N1CCC(C(=O)Nc2ccccc2N2CCCC2)CC1
2.4% | O=C(OCC(=O)N(Cc1ccccc1)Cc1ccccc1)c1cccc(O)c1
2.1% | CCN(CC(=O)Nc1ccc2c(c1)OCCO2)C(=O)c1ccc(Cl)cc1Cl
5.7% | CN(C)c1ccc(C#Cc2ccc3cc(CCCO)oc(=O)c3c2)cc1
-2.0% | COc1ccc(OC)c(S(=O)(=O)NCC(=O)NC2CCCCCC2)c1
-7.1% | CCN(CC(=O)Nc1c(Cl)cccc1Cl)C(=O)C1CCN(c2ncnc3sc(C)c(C)c23)CC1
-1.4% | CC12CCC(=O)N1C(C(=O)NNC(=O)c1ccccc1F)CS2 (stereo unspecified)
-0.5% | CCN1C(=O)[C@H]2[C@H]3CN=C(SC)N3[C@@](Cc3ccccc3)(C(=O)OC)[C@H]2C1=O
10.5% | COc1ccc(OC)c(/C=C/C(=O)OCC(=O)N2CCN(S(=O)(=O)c3ccc(C)cc3C)CC2)c1
-10.2% | O=C(CSc1ccc(Br)cc1)NC1CCS(=O)(=O)C1 (stereo unspecified)
6.4% | C[C@H](CO)N1C[C@H](C)[C@@H](CN(C)C(=O)Nc2ccc(C(F)(F)F)cc2)Oc2ccc(NS(=O)(=O)c3ccc(F)cc3)cc2C1=O
-0.9% | Cc1cccc(CCN2C(N(C)C)=NC[C@@H]2Cc2ccccc2)c1
-6.8% | Cc1ccccc1NC(=O)COc1coc(CN2CCN(c3ccccc3)CC2)cc1=O
2.4% | O=C(COC(=O)COc1cccc(C(F)(F)F)c1)NC(=O)NC1CCCCC1
-4.3% | COc1ccc(COC(=O)CN2C(=O)NC3(CCCC3)C2=O)cc1F
0.8% | COc1cc(OC)cc(C(=O)OCC(=O)NC(c2ccccc2)c2ccccc2)c1
7.1% | O=C(COc1cccnc1[N+](=O)[O-])Nc1ccc(F)cc1
-8.2% | CCN(CC(=O)Nc1ccccc1C(F)(F)F)C(=O)c1ccc2[nH]c3c(c2c1)CC(C)CC3 (stereo unspecified)
4.3% | Cc1ccc(S(=O)(=O)N(C)c2ccc(OC(=O)COc3ccccc3)cc2)cc1
9.0% | CCSc1nnc(NC(=O)CN2C(=O)N(C)C3(CCCCC3)C2=O)s1
18.1% | COC(=O)[C@@]12CCCN1[C@H](c1ccc(-c3ccc(F)cc3)cc1)[C@H]1C(=O)N(C)C(=O)[C@H]12

Later entries:
L3MBTL1 inh | mol
-30.0% | CCC(CO)Oc1cc(NC(=O)c2ccc(N)cc2)c2ncn(C(C)C)c2c1 (stereo unspecified)
-14.2% | Cc1cc(C)c(NC(=O)CNC(=O)c2ccc(-n3cncn3)c([N+](=O)[O-])c2)c(C)c1
0.6% | C=CC[C@@H](CC(=O)N(CCO)Cc1ccccc1)C(=O)NC[C@H](OC(=O)[C@@H](CC=C)Cc1ccc(F)cc1)c1ccccc1
-7.7% | O=C1NC[C@H](c2ccccc2)OC(=O)[C@@H](Cc2ccc(F)cc2)CC/C=C/C[C@@H]1CC(=O)N(CCO)Cc1ccccc1
2.1% | CCCCn1c(N)c(N(CCOC)C(=O)c2cccc(OCc3ccccc3)c2)c(=O)[nH]c1=O
-2.5% | O=S(=O)(Nc1ccc(-c2ccc3nncn3n2)cc1)c1cccc(F)c1
-5.9% | O=C(C[n+]1cccc(C(=O)N/N=C/c2cccc([N+](=O)[O-])c2)c1)c1ccccc1
-5.2% | COc1ccccc1NC(=O)COc1cccc2c1CCNC2=O
21.3% | COCCN(C(=O)COC(=O)CCc1ccccc1OC)c1c(N)n(Cc2ccccc2)c(=O)[nH]c1=O
-4.7% | Cn1c(CCC(=O)Nc2ccc(F)cc2)nc2cc(S(=O)(=O)N3CCOCC3)ccc21
-6.0% | COc1ccc(NS(=O)(=O)c2cccc(C(=O)NNC(=O)c3ccc(C)o3)c2)cc1
7.6% | COc1ccc(S(=O)(=O)N2CCOCC2)cc1NC(=O)CCNC(=O)c1ccc([N+](=O)[O-])cc1
4.6% | COc1ccc(NC(=O)CN(C)C(=O)CSCc2ccc(C)cc2)cc1
6.0% | Cc1ccc(S(=O)(=O)NCc2ccccc2)cc1C(=O)NC(C)c1ccc(S(N)(=O)=O)cc1 (stereo unspecified)
43.3%[activator] | CC1CCCC(NC(=O)c2cccs2)C1C (stereo unspecified)
1.2% | C[C@@H]1CN([C@H](C)CO)C(=O)Cc2cc(NC(=O)CCC(F)(F)F)ccc2O[C@@H]1CN(C)C(=O)Nc1ccccc1
-7.6% | O=C(NCCCN1CCCC1=O)c1ccc(NS(=O)(=O)c2cccc([N+](=O)[O-])c2)cc1
3.8% | CCCCc1ccc(NC(=O)CN2C(=O)C3CCCCC3C2=O)cc1 (stereo unspecified)
-13.6% | O=C(N[C@@H](Cc1ccccc1)C(=O)OCc1ccccc1)c1nc[nH]c1C(=O)NC1CCNCC1
10.5% | CC(C)Cc1nnc(NC(=O)C2CSC3(C)CCC(=O)N23)s1 (stereo unspecified)
-1.1% | CC1c2cccn2CCN1S(=O)(=O)c1ccccc1 (stereo unspecified)
-5.6% | C#CCOCCOCCOCCNc1nc(N2CCN(C(=O)CCCCCCCCCCNC(=O)[C@H](CCCCN)n3cc(C[C@@H](C)CC)nn3)CC2)nc(N2CCN(C(=O)CCCCCCCCCCNC(=O)[C@H](CCCN=C(N)N)n3cc(C[C@@H](C)CC)nn3)CC2)n1
4.1% | COCCN(C(=O)COC(=O)c1cc(C)oc1C)c1c(N)n(Cc2ccccc2)c(=O)[nH]c1=O
57.3%[activator] | CCOC(=O)c1ccc(-c2c(-c3ccccc3OC)oc3ccccc23)cc1F
-1.3% | O=S(=O)(c1ccc(Cl)cc1)N1CCCC(c2nc(-c3ccc(F)cc3)no2)C1 (stereo unspecified)

The list goes on:
L3MBTL1 inh | mol
-7.3% | COc1cccc(-c2sc3ccc(OC)cc3c2-c2ccc(O)cc2)c1
0.5% | COC(=O)c1ccc(CNC(=O)COC(=O)c2cc(Cl)ccc2O)cc1
5.9% | COc1cc([C@@H]2CC=C(C(=O)O)[C@H](c3ccc(Cl)cc3)N2S(=O)(=O)c2ccc(C)cc2)cc(OC)c1OC
4.5% | CCOc1ccc(C(=O)NCC(=O)OCc2nnc(-c3ccccc3)o2)cc1OCC
3.9% | Cc1ccc(NC(=O)CCNC(=O)c2ccccc2Cl)cc1S(=O)(=O)N1CCCCCC1
-5.3% | C[C@@H](OC(=O)N1CCCCC1)[C@H]1O[C@]2(C)CCCC[C@H]1O2
0.3% | CC1CC(C)CN(C(=O)c2cccc(S(=O)(=O)N(C)c3ccccc3)c2)C1 (stereo unspecified)
-5.1% | CN(C)c1ccc(S(=O)(=O)NCC(=O)NCCC2=CCCCC2)cc1[N+](=O)[O-]
-8.0% | CC(C)(C)[C@@H]1COC(=O)[C@H](Cc2ccc(F)cc2)C/C=C\C[C@@H](CC(=O)N(CCO)Cc2ccccc2)C(=O)N1
4.2% | O=C(COc1ccc([N+](=O)[O-])cc1)N(C1CCCCC1)C1CCS(=O)(=O)C1 (stereo unspecified)
-4.6% | CCc1ccccc1N1CC(C(=O)N2Cc3ccccc3CC2C(N)=O)CC1=O (stereo unspecified)
-23.6% | O=C(COc1cc(F)ccc1[N+](=O)[O-])N1N=C(c2cccs2)CC1c1ccco1 (stereo unspecified)
0.3% | CC(C)NC(=O)N(C)C[C@H]1Oc2ccc(NC(=O)Cn3cnnn3)cc2C(=O)N([C@H](C)CO)C[C@@H]1C
? | COC(=O)c1ccc(NC(=O)c2ccc3c(c2)NC(=O)C2CCCN32)cc1 (stereo unspecified)
? | COc1cccc(C(=O)OCC(=O)Nc2sc3c(c2C(N)=O)CCC3)c1O
11.5% | Cc1cc(C)c(NC(=O)CN(C)C(=O)c2ccc(OCc3ccccc3)cc2)c(C)c1
2.6% | COc1ccccc1NS(=O)(=O)c1cc(NC(=O)CN2C(=O)NC3(CCCC3)C2=O)ccc1C
-0.8% | Cc1ccc(C2=CN(Cc3ccccc3)CCC2=O)cc1
0.0% | CCOC(=O)[C@H]1[C@H]2COc3ccc(C)cc3[C@@H]2N2C(=O)CN(CC3CCCO3)C(=O)[C@@]12C (stereo partly specified)
-4.3% | O=C(c1cccs1)N1CCN(C(=O)c2cn(-c3ccccc3)nc2-c2ccccc2)CC1
5.3% | O=C(CCN1CCN(c2ccccc2)CC1)NNC(=O)Cc1ccccc1Cl
-8.1% | CC1CC(=O)Nc2ccccc2N1C(=O)CN1C(=O)C(=O)N(C)C1=O (stereo unspecified)
-4.9% | O=C(CCS(=O)(=O)c1ccc(F)cc1)Nc1nnc(-c2ccco2)o1
-3.6% | NC(=O)Nc1ccc(C(=O)OCC(=O)Nc2cccc(S(=O)(=O)NC3=NCCC3)c2)cc1
-6.1% | COc1ccc(F)cc1S(=O)(=O)N1CCC2(CC1)OCCN2S(=O)(=O)c1ccccc1

(cont.)
L3MBTL1 inh | mol
2.4% | COc1ccc(C(=O)OCC(=O)c2ccc3c(c2)NC(=O)CO3)cc1OC
4.8% | Cc1nnc(NC(=O)C2=COCCO2)s1
-2.0% | O=C(Nc1ccccc1N1CCOCC1)c1ccc(N2CCCC2=O)cc1
-9.8% | CCN(CC)C(=O)[C@H]1CC(CC(=O)NC/C=C(\C)CCC=C(C)C)C(=O)N2CCc3c([nH]c4ccccc34)[C@]12C (stereo partly specified)
? | COc1cc(OC)cc(-c2c(-c3cccs3)c3cc(-c4cnc(OC)nc4)ccc3n2C)c1
-2.3% | CCN(C(=O)COC(=O)/C(C#N)=C/c1ccc(N(C)C)cc1)C1CCS(=O)(=O)C1 (stereo unspecified)
4.5% | C=CCn1c(SCC(=O)NC(=O)Cc2ccccc2)nc2ccccc2c1=O
1.0% | O=C(COC(=O)CNC(=O)c1ccc(Cl)cc1Cl)NCC1CCCO1 (stereo unspecified)
0.0% | CC(Sc1ncn[nH]1)C(=O)Nc1cc(C(F)(F)F)ccc1Cl (stereo unspecified)
4.6% | Cc1ccc(S(=O)(=O)N2CCOCC2)cc1NC(=O)COc1cccc(-n2cnnn2)c1
-3.3% | Cc1ccnc(NC(=O)C(Cc2ccccc2)NC(=O)c2ccccc2)c1 (stereo unspecified)
3.9% | CN(Cc1ccc(F)cc1)C(=O)CN1C(=O)c2ccccc2S1(=O)=O
6.7% | CCc1noc(C)c1C(=O)NCCc1ccccc1
0.0% | Cc1noc(C)c1COc1ccc(C(=O)NCCOc2ccccc2)cc1
23.8% | Cc1cc(NC(=O)CN2C(=O)NC(C)(c3ccc(Cl)cc3Cl)C2=O)no1 (stereo unspecified)
2.0% | CCOc1ccccc1NC(=O)COC(=O)C12CC3CC(CC(O)(C3)C1)C2
-8.3% | CCOC(=O)c1c(C)[nH]c(C)c1C(=O)COC(=O)CCc1ccccc1
9.8% | CC(C)(C)OC(=O)C[C@@H]1C/C=C\C[C@@H](CC(=O)NCCO)C(=O)N[C@H](Cc2ccccc2)COC1=O
-4.3% | CN(c1ccccc1C(=O)Nc1cccc([N+](=O)[O-])c1)S(=O)(=O)c1ccccc1
3.0% | COc1ccc(OC(=O)c2cccc(S(=O)(=O)N3CC(C)OC(C)C3)c2)cc1 (stereo unspecified)
-9.4% | O=C(COc1ccccc1Cl)NNC(=O)c1ccc2nc[nH]c2c1
8.7% | c1cncc(-c2noc(-c3ccc4ccccc4c3)n2)c1
1.6% | Cc1ccc(S(=O)(=O)N2CCN(C(=O)COC(=O)C3CC3C)CC2)c(C)c1 (stereo unspecified)
48.6%[activator] | COc1cc(C#Cc2c(-c3ccccc3)n(C)c3ccccc23)cc(OC)c1
10.0% | CCOc1ccc(S(=O)(=O)N2CCNC(=O)C2)cc1

A stretch from the list above:
L3MBTL1 inh | mol
2.4% | COc1ccc(C(=O)OCC(=O)c2ccc3c(c2)NC(=O)CO3)cc1OC
4.8% | Cc1nnc(NC(=O)C2=COCCO2)s1
-2.0% | O=C(Nc1ccccc1N1CCOCC1)c1ccc(N2CCCC2=O)cc1
-9.8% | CCN(CC)C(=O)[C@H]1CC(CC(=O)NC/C=C(\C)CCC=C(C)C)C(=O)N2CCc3c([nH]c4ccccc34)[C@]12C (stereo partly specified)
? | COc1cc(OC)cc(-c2c(-c3cccs3)c3cc(-c4cnc(OC)nc4)ccc3n2C)c1
-2.3% | CCN(C(=O)COC(=O)/C(C#N)=C/c1ccc(N(C)C)cc1)C1CCS(=O)(=O)C1 (stereo unspecified)

Following part.
L3MBTL1 inh | mol
2.7% | C=CC[C@H](CC(=O)NCCO)C(=O)N[C@@H](COC(=O)[C@H](CC=C)CC(=O)OC(C)(C)C)Cc1c[nH]c2ccccc12
2.5% | CC(C)C[C@H]1CN=C(Nc2ccccc2)N1CCc1cccc(F)c1
4.5% | CN1CCN(S(=O)(=O)c2ccc(N3CCN(c4ccccc4Cl)CC3)nc2)CC1
? | O=C(NCCCn1ccnc1)c1cccc(S(=O)(=O)Nc2ccc(Br)cc2)c1
1.7% | Nc1ccn(CC(=O)NCCNc2ccc([N+](=O)[O-])cn2)c(=O)n1
-1.8% | Cc1cc(C)nc(/N=C(\N)Nc2ccc(CC(=O)OC(C)C)cc2)n1

Ordered by value in L3MBTL1 inh (ascending): some entries from above.
Structure,L3MBTL1 inh
CC12CCC(=O)N1C(C(=O)NNC(=O)c1ccccc1F)CS2 (stereo unspecified),-1.4%
CC(C)C[C@H]1CN=C(Nc2ccccc2)N1CCc1cccc(F)c1,2.5%
COc1ccc(NC(=O)CN(C)C(=O)CSCc2ccc(C)cc2)cc1,4.6%
